Compound activity deposited in PubChem by several laboratories.
PMK inhibit: blocks S. pneumoniae phosphomevalonate kinase | AID 539 | purified PMK, PK/LDH-coupled NADH absorbance 340 nm | inhibition, % at 10 µM | hit rate 0.49% among 65,000;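 active means top-ranked compounds by inhibition in the single 10 µM screen, taking a fixed number of the strongest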;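 further: 0% = full reaction with DMSO carrier and 100% = background rate without enzyme reaction; no value below 0 was filed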
Spn DPM-DC inh: inhibitors of Streptococcus pneumoniae diphosphomevalonate decarboxylase | purified DPM-DC, PK/LDH coupled NADH fluorescence | AID 556 | hit rate 0.49% among 65,000 | calls only at 10 µM;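 active means the 320 compounds with the highest percent inhibition in the single-dose primary screen, excluding strongly autofluorescent ones, cut at about 32% in these data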;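 further: kinetic rate of NADH fluorescence loss reporting ADP formed by the decarboxylase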
Bfl-1 displacement: Bfl-1 inhibitors, primary screen, biochemical, fluorescence polarization, FITC-Bid, mouse (AID 432). hit rate 0.02% among 64,000. displacement, % at 20 µM, or IC50 in µM where a hit was titrated. FITC-Bid BH3 peptide fluorescence polarization displacement; higher % means a stronger effect; in the data active means a potency from the dose series; inactive means the rest, 99 in 100 with displacement below about 15%; further: strong numbers were not always called active
LYP inhibition: inhibition of human PTPN22 tyrosine phosphatase – biochemical, DiFMUP fluorescence, recombinant catalytic domain, 10 µM, primary screen (AID 606) | one-dose inhibition, % at 10 µM; IC50 in µM for titrated hits | 52,000 tested, under 10 active | recombinant LYP catalytic domain, DiFMUP fluorescence; higher % means a stronger effect;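 active means IC50 under 40 µM in the dose-response test; inactive means IC50 of 40 µM or more, or never dose-tested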
MK inhibit: S. pneumoniae mevalonate kinase inhibition. purified MK, PK/LDH-coupled NADH absorbance 340 nm. inhibition, % at 10 µM. hit rate 0.48% among 65,000. AID 555;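 active means ranked among the strongest by inhibition in the single 10 µM screen, a fixed top-ranked set picked for dose follow-up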; further: no value below 0 was filed
HT1080 cytotoxicity: HT1080 cell viability loss – fluorescence readout (AID 620); HT1080 viability, fluorescence; higher % means a stronger effect; cytotoxicity, % at 10 µM; hits with a dose series show EC50 in µM; hit rate 0.42% among 87,000;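 further: cells exposed to compound overnight then 4 h with Alamar Blue; 0% = vehicle DMSO and 100% = killing control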
HPDE-C7K KRASV12: viability loss of HPDE-C7K cells – cell-based, fluorescence, HTS, primary screen (AID 431); HPDE-C7K KRASV12 cells, Alamar Blue viability, 48 h; higher % means a stronger effect; one-dose cytotoxicity, % at 10 µM; EC50 in µM for titrated hits; hit rate 1.7% among 63,000;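 active means compounds whose percent cytotoxicity in the single-dose primary screen, scaled between solvent and toxic-drug controls, exceeds 50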;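 further: 0% = DMSO solvent wells and 100% = doxorubicin-treated wells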
HPDE-C7 cytotoxicity: HPDE-C7 pancreatic duct cell viability loss – fluorescence, HTS (AID 430). cytotoxicity, % at 10 µM, or EC50 in µM where a hit was titrated. hit rate 1.8% among 63,000. HPDE-C7 pancreatic duct cells viability, fluorescence; higher % means a stronger effect;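 further: cells exposed to compound for 48 hours before viability readout; 0% = vehicle and 100% = reference cytotoxic drug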
Alkaline phosphatase: inhibition of tissue-nonspecific alkaline phosphatase – biochemical, luminescent (AID 518) | inhibition, % at 20 µM, or IC50 in µM where a hit was titrated | purified TNAP enzyme, luminescent substrate readout; higher % means a stronger effect | hit rate 0.09% among 64,000; in the data active means a potency from the dose series; inactive means the rest, 99 in 100 with inhibition below about 22%;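 further: plate controls were vehicle for no effect and reference inhibitor for full effect; many of its hits are not listed in these tables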
PMK inhibit pilot replicates: also measured in PMK inhibit; calls as there; inhibition, %; measured here: pilot screen replicates
MK inhibit pilot replicates: also measured in MK inhibit; calls as there; inhibition, %; measured here: pilot screen replicates
Spn DPM-DC inh pilot screen %: also measured in Spn DPM-DC inh; calls as there; inhibition, %; measured here: pilot screen trials
Active calls of the source: *; i = inactive; nt = not tested or not shown; + = active, no number. Unless noted, no stated cut-off is given here; in the data, active means cytotoxicity above about 50%; inactive means the rest. Rows are unselected. About 3.4% of those tested had a hit in this group.

SMILES	PMK inhibit	Spn DPM-DC inh	Bfl-1 displacement	LYP inhibition	MK inhibit	HT1080 cytotoxicity	HPDE-C7K KRASV12	HPDE-C7 cytotoxicity	Alkaline phosphatase	others
CCC(=O)N1CCc2cc(S(=O)(=O)N3CCN(c4ccccn4)CC3)ccc21	9	i	-5%	0%	0	nt	8%	-6%	-2%
CC(c1ccccc1)n1c(NCCCn2ccnc2)nc2c1c(=O)[nH]c(=O)n2C (stereo unspecified)	6	i	-5%	14%	0	19%	0%	-11%	3%
COc1ccc(CCNc2c(C)c(C)nc3ncnn23)cc1	11	i	-4%	6%	5	18%	33%	10%	12%
CCn1c(C)csc1=NC(=O)c1ccccc1	6	i	-7%	nt	4	-3%	-1%	0%	-5%
CCOC(=O)c1c(N)sc2c(NC(C)=O)cccc12	12	i	-6%	nt	11	2%	nt	nt	10%
CCCS(=O)(=O)N1CCCC(C(=O)NCCN(CC)c2ccccc2)C1 (stereo unspecified)	14	i	0%	nt	0	-4%	-18%	-17%	-2%
O=C(CN1CCOc2ccccc21)NC1CCN(Cc2ccccc2)CC1	0	i	2%	-3%	5	-10%	-5%	-7%	8%
CCn1c(N2CCN(S(=O)(=O)c3ccccc3C(F)(F)F)CC2)nc2ccccc21	11	i	0%	nt	8	8%	8%	7%	1%
FC(F)Sc1ccc(Nc2ncnc3nc[nH]c23)cc1	0	i	nt	-6%	7	0%	nt	nt	nt
O=C(c1c[nH]c(=O)n(-c2ccccc2)c1=O)N1CCc2ccccc21	12	i	-1%	15%	0	4%	-4%	0%	10%
Cn1cc(S(=O)(=O)NCc2cccs2)c(=O)n(C)c1=O	11	i	2%	4%	8	0%	11%	4%	1%
CC(=O)NCCn1c(SCC(=O)NCCC2=CCCCC2)nc2ccccc2c1=O	20	i	-11%	-3%	4	7%	-7%	-15%	11%
O=C(Nc1ccccc1)c1ccc(S(=O)(=O)NCC2CCCO2)cc1 (stereo unspecified)	11	i	-1%	6%	11	6%	-8%	19%	12%
O=S(=O)(c1ccccc1)c1nc(-c2ccco2)oc1NCCCn1ccnc1	5	i	-6%	16%	4	10%	5%	18%	4%
CCCc1cc(C(=O)Nc2ccc(C(C)=O)cc2)no1	1	i	-14%	1%	8	2%	0%	6%	12%	PMK inhibit pilot replicates=3.0;MK inhibit pilot replicates=0.5;Spn DPM-DC inh pilot screen %=0.0
CSc1oc(-c2ccccc2)nc1C(N)=O	16	i	-1%	12%	5	4%	-14%	-15%	9%
O=C(NC12CC3CC(CC(C3)C1)C2)N1CCN(S(=O)(=O)c2ccc(Cl)cc2)CC1	5	i	-1%	11%	4	6%	-10%	-4%	25%
CCCc1nc2n[nH]c(N)c2c2c1COC(C)(C)C2	9	i	-9%	2%	0	-6%	-17%	-17%	9%
CC1(C)Cc2c(sc3nc(SCC(=O)N4CCOCC4)nc(N)c23)CO1	0	i	-9%	3%	6	4%	11%	6%	7%
Cc1ccc(C)c(Cn2nnc3c(=O)[nH]c(C(=O)NCC4CCCO4)nc32)c1 (stereo unspecified)	10	i	-6%	18%	12	-6%	-14%	-4%	10%
O=S(=O)(c1ccc2ccccc2c1)N1CCCOC1	12	i	-4%	4%	7	-3%	-6%	-11%	7%
COc1cc(C(=O)N(Cc2ccco2)Cc2cc3ccccc3[nH]c2=O)cc(OC)c1OC	19	i	-15%	0%	6	0%	-6%	-6%	7%
CC(C)N(C(=O)Nc1ccc2nccnc2c1)C(C)C	0	nt	-5%	-6%	5	-1%	-31%	-17%	10%
CS(=O)(=O)N(CC(=O)Nc1cccc(F)c1)Cc1ccccc1	3	i	5%	-6%	10	4%	10%	-3%	20%	PMK inhibit pilot replicates=6.5;MK inhibit pilot replicates=1.5;Spn DPM-DC inh pilot screen %=3.5
O=C(NC1CCCCC1)[C@H](O)[C@@H](O)C(=O)NC1CCCCC1	15	i	-1%	6%	0	-4%	9%	0%	17%
COc1ccc2c(c1)cc(C)c1nnc(SCC(=O)N3CCN(C(=O)c4ccco4)CC3)n12	3	i	-1%	nt	7	24%	4%	-8%	5%
O=C(Nc1cccc(Cn2cccn2)c1)c1cc2c(s1)CCCC2	5	i	-5%	5%	16	5%	0%	-2%	3%
COc1ccc(NC(=O)C2C3CCC(C3)C2C(=O)O)cc1OC (stereo unspecified)	0	i	-1%	6%	2	1%	-2%	-1%	14%
COc1ccc(NC(=O)c2ccccc2NC(=O)C2CCCO2)cc1 (stereo unspecified)	2	i	-2%	-1%	2	12%	5%	2%	7%
COCc1[nH]nc2c1C(c1cc(OC)c(O)c(OC)c1)C(C#N)=C(N)O2 (stereo unspecified)	9	i	-4%	3%	0	-6%	6%	-9%	5.2µM*	PMK inhibit pilot replicates=0.5;MK inhibit pilot replicates=0.0;Spn DPM-DC inh pilot screen %=0.0
CC1CCCC(NS(=O)(=O)c2ccc3c(c2)OCCO3)C1C (stereo unspecified)	10	i	-1%	2%	5	-6%	-17%	-8%	8%
Cc1cc(-c2ccccc2)n(-c2ccc(C(=O)N3CCN(c4ncccn4)CC3)cc2)n1	1	i	-7%	3%	6	-1%	34%	25%	6%
Cc1noc(C)c1COC(=O)c1cc(C)n(-c2ccccc2)c1C	9	i	12%	3%	0	-4%	-3%	-4%	12%
COc1cc2cc(C(c3nnnn3C3CCCCC3)N(C)C3CCCCC3)c(=O)[nH]c2cc1OC (stereo unspecified)	3	i	0%	-29%	8	-7%	20%	15%	12%
CSc1nnc2n(C)c3c(c(=O)n12)C1(CCCC1)Cc1ccccc1-3	0	i	-10%	-1%	14	6%	-8%	-26%	10%
CN(C(=O)C1CCOC1)c1nnc(-c2cnccn2)s1 (stereo unspecified)	14	i	2%	14%	0	11%	0%	-5%	12%
CCOC(=O)c1c(NC(=O)C2CCCN2S(=O)(=O)c2cccc3nsnc23)sc(C)c1C (stereo unspecified)	11	i	-4%	nt	8	nt	10%	-1%	8%
O=C(NCc1ccc(Cl)cc1Cl)c1ccccn1	14	i	-6%	20%	0	-4%	6%	-2%	2%
O=C(CSc1nnc2c3cc(F)ccc3nc(-c3ccccc3)n12)N1CCOCC1	8	i	-1%	8%	6	7%	6%	17%	7%	PMK inhibit pilot replicates=0.0;MK inhibit pilot replicates=10;Spn DPM-DC inh pilot screen %=3.0
CC(=O)Nc1cccc(N2CCCC2=O)c1	9	i	4%	2%	9	2%	0%	10%	8%
CC(C)(C)c1cc(NC(=O)c2cccnc2)no1	7	i	-2%	14%	0	-4%	-8%	-16%	3%
CCOC(=O)c1ccc(NC(=O)Nc2cc(C)on2)cc1	11	i	-7%	3%	9	-9%	-11%	-26%	6%
O=C(Nc1ccccc1Cl)c1ccc(S(=O)(=O)N2CCOCC2)cc1	16	i	-5%	-20%	8	-1%	-4%	-2%	4%
CCCCN(C)CCCNC(=O)c1ccc2c(c1)NC(=O)C(N1CCOCC1)S2 (stereo unspecified)	11	i	-4%	6%	24	-8%	0%	2%	4%
Cc1cc(S(=O)(=O)N2CCN(c3ccc(F)cc3)CC2)c(C)s1	0	i	0%	-2%	0	-3%	-4%	5%	11%
Cc1cc(NC(=O)c2cc3n(n2)C(C(F)(F)F)CC(c2ccc(Cl)c(Cl)c2)N3)no1 (stereo unspecified)	3	i	-8%	0%	10	12%	15%	3%	8%
COc1ccc(/C(O)=C2\C(=O)C(=O)N(CC3CCCO3)C2c2cc(OC)ccc2OC)cc1 (stereo unspecified)	13	i	-6%	nt	16	-12%	0%	-12%	10%
Cn1c(=O)c2c(nc(SCC(=O)N3CCc4ccccc43)n2Cc2ccccc2)n(C)c1=O	11	i	-3%	nt	2	-4%	-22%	-14%	6%
COCC(=O)Nc1cc(C)c2c(=O)oc3ccccc3c2n1	20	i	3%	-4%	26	5%	-1%	-2%	9%
CC(C)(C)N1C(=O)c2ccc(C(=O)Nc3nccs3)cc2C1=O	11	i	5%	4%	9	-3%	4%	10%	1%

More entries.
SMILES	PMK inhibit	Spn DPM-DC inh	Bfl-1 displacement	LYP inhibition	MK inhibit	HT1080 cytotoxicity	HPDE-C7K KRASV12	HPDE-C7 cytotoxicity	Alkaline phosphatase	others
Cc1onc(-c2ccccc2)c1C(=O)Nc1sc2c(c1C#N)CCC2	3	i	2%	-23%	28	0%	37%	29%	6%
CC(C)=CCCC(C)NC(=O)NC1CCCCC1 (stereo unspecified)	10	i	-6%	11%	3	-11%	-8%	-8%	5%	PMK inhibit pilot replicates=3.0;MK inhibit pilot replicates=0.0;Spn DPM-DC inh pilot screen %=1.0
Cc1ccc(NC(=O)CSCc2c(C)noc2C)cc1C	11	i	-5%	6%	4	6%	-3%	-5%	5%
O=C(Nc1cc(C(F)(F)F)ccc1N1CCOCC1)C1Cc2ccccc2CN1C(=O)c1ccco1 (stereo unspecified)	7	i	29%	15%	8	28%	-3%	14%	8%
CCOC(=O)CC(=O)CSc1nc2nc(C)cc(C)n2n1	7	i	-1%	3%	4	3%	0%	-3%	6%
O=C1c2ccccc2C(=O)N1CCC(=O)N1CCCc2ccccc21	11	i	0%	1%	9	-2%	-3%	-11%	5%
Cc1cc(C)c2c(=O)n(CC(=O)N3CCC(Cc4ccccc4)CC3)sc2n1	7	+	-15%	5%	19	7%	18%	19%	16%	PMK inhibit pilot replicates=5.5;MK inhibit pilot replicates=10;Spn DPM-DC inh pilot screen %=16*
CCOC(=O)c1cccc(NS(=O)(=O)c2c(C)[nH]c(=O)[nH]c2=O)c1	8	i	-1%	9%	0	2%	11%	3%	5%
O=C(CCN1CCCCC1)NCNC(=O)CCN1CCCCC1	5	i	2%	2%	8	-24%	-20%	2%	-1%
O=C(COC(=O)C1CC1)c1c[nH]c2ccccc12	10	i	10%	23%	8	5%	6%	-7%	10%	PMK inhibit pilot replicates=7.5;MK inhibit pilot replicates=2.0;Spn DPM-DC inh pilot screen %=2.5
